From PubChem
PI4K2A block = PI4K2A (human) kinase inhibition; Q9BTU6; purified PI4K2A, ADP-Glo luminescence, 1 h; stronger effect = lower value; activity change, negative = inhibition, % at 76.9 µM; hit rate 0.13% among 420,000; AID 1346378; in the data active = activity change below about -50%; inconclusive = mostly about -30% to -49%;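 note: -100% = wells without enzyme as full effect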
Target sequence (Q9BTU6 whole entry, looked up): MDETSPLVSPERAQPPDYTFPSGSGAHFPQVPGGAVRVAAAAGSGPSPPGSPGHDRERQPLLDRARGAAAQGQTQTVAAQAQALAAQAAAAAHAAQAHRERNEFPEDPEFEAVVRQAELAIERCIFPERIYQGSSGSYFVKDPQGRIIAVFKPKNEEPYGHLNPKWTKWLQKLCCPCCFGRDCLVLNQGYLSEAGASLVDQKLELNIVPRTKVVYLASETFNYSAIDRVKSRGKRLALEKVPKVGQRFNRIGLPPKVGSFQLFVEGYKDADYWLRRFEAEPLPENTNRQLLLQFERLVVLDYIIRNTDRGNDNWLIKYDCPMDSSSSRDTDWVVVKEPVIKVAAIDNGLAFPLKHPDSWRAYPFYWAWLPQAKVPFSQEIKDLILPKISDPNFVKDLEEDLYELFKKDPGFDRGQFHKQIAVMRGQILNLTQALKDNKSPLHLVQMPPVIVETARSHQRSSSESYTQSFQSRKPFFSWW
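In this quantitative HTS, ADP production by PI4K2A was quantified luminescently after 1 h at ambient temperature; 100 microM adenosine served as plate-quality control.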
HP1b chromo inh = blocks HP1-beta chromodomain binding to methylated histone tails; P83916; AlphaScreen HP1-beta / biotin-H3K9me3 peptide binding; Potency, µM (titrated, usually from 114 µM), without a hit: top-dose activity change, negative = inhibition, hits mostly inhibitors; hit rate 0.56% among 390,000; note: potency is the fitted concentration of half-maximal effect; nearly all actives have a fitted effect of over 70% in size; inactives centre near 23
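HP1-beta protein (50 nM final) preincubated 30 min at room temperature with biotinylated H3(1-18)K9me3 peptide (50 nM) in PBS pH 7.4, 0.01% Tween-20, then compound added for 30 min. AlphaScreen streptavidin donor/nickel chelate acceptor beads (10 ug/mL final), 30 min dark, luminescence read.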
Pin1 inhibitor = human Pin1 inhibition | Potency, µM (highest dose often 115 µM), without a hit: top-dose activity, negative = inhibition, most hits filed as inhibitors | Q13526 | hit rate 0.009% among 390,000 | AID 504891 | Pin1 FP peptide displacement, HiFluor488, 10 min; active = well fitted inhibition curve with a large enough effect in the polarisation, with a control signal flat, not every such curve was filed as active; inconclusive = small, poorly fitted or top-dose-only effect, or effect the other way, or a change in a side signal; inactive = no such curve, though single readings can be large or run the other way; the % refers to the polarisation; note: potency is the fitted concentration of half-maximal effect; % is set by controls: 0 for no effect and ±100 for the full control effect
POLH inh = inhibitors of human DNA polymerase eta. Q9Y253. recombinant Pol eta, fluorescent DNA replication assay. Potency, µM (doses to about 114 µM), for the others: top-dose activity change, negative = inhibition, most hits filed as inhibitors. hit rate 1.2% among 390,000. AID 588591; note: potency is the fitted concentration of half-maximal effect; % is set by controls: 0 for no effect and ±100 for the full control effect
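Pol eta (10 nM) was preincubated with compounds for 15 min at room temperature, after which fluorescent replication substrate (50 nM final) was added to start the reaction. Fluorescence was read kinetically at 0 and 10 min.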
BAZ2B block = blocks human BAZ2B; hit rate 4.4% among 360,000; Q9UIF8; Potency, µM (top dose mostly 114 µM), for inactives: top-dose activity change, negative = inhibition, usual class: inhibitors; AlphaScreen BAZ2B-H3K14Ac peptide displacement; note: potency is the fitted concentration of half-maximal effect; % is set by controls: 0 for no effect and ±100 for the full control effect; nearly all actives have a fitted effect of over 60% in size
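BAZ2B (50 nM) with biotin-H3(5-23)K14Ac peptide (50 nM) in PBS pH 7.4, 0.01% Tween-20, preformed 30 min, then compound 30 min at room temperature; top concentration 110uM. AlphaScreen streptavidin donor/nickel chelate acceptor beads (10 ug/mL final), 20 min dark, signal read.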
JMJD2A Tudor inh = blocks the human JMJD2A Tudor domain. AlphaScreen JMJD2A-Tudor / H3K4me3 peptide binding. Potency, µM (highest dose often 114 µM), inactives show at the highest dose activity change, negative = inhibition, usual class: inhibitors. hit rate 4.4% among 390,000; note: potency is the fitted concentration of half-maximal effect; % is set by controls: 0 for no effect and ±100 for the full control effect; nearly all actives have a fitted effect of over 50% in size
G9a inh = inhibitors of human histone lysine methyltransferase G9a; Q96KQ7; G9a H3K9 monomethylation, AlphaScreen, 2 h; Potency, µM (doses to about 102 µM), for inactives: top-dose activity, negative = inhibition, most hits filed as inhibitors; hit rate 8.8% among 350,000; AID 504332; note: potency is the fitted concentration of half-maximal effect; % is set by controls: 0 for no effect and ±100 for the full control effect; nearly all actives have a fitted effect of over 75% in size
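Quantitative HTS format: methyltransferase activity on a biotin-tagged H3K9 peptide is measured by AlphaScreen, using a rabbit anti-monomethyl-H3K9 antibody with streptavidin donor and anti-IgG acceptor beads. Final levels are 20 nM enzyme, 500 nM peptide, 20 uM SAM; 2 h RT.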
GLS inh = inhibitors of human glutaminase (GLS) | GLS enzymatic activity, qHTS titration | hit rate 0.21% among 410,000 | Potency, µM (doses to about 45.5 µM), inactives show top-dose activity change, negative = inhibition, usual class: inhibitors; note: potency is the fitted concentration of half-maximal effect; % is set by controls: 0 for no effect and ±100 for the full control effect
Target sequence (O94925 whole entry, looked up): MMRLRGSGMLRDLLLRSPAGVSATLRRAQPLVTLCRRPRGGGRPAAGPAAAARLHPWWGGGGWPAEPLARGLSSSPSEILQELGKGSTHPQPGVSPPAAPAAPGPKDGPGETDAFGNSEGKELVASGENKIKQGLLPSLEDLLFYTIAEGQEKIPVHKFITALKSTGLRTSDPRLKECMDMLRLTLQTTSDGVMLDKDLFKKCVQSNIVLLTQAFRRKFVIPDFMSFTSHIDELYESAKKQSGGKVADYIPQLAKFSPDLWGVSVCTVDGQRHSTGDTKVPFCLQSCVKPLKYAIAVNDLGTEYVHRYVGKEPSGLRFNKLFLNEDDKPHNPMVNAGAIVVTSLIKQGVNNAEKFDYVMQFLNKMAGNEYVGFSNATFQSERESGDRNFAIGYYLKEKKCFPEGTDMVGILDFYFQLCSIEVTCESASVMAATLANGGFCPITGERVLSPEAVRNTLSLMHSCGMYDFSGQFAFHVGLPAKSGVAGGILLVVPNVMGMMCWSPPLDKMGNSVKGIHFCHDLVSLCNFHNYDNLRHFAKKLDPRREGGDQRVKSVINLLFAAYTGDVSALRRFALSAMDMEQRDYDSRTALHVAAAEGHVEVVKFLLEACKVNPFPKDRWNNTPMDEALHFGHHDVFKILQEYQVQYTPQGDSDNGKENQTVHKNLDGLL
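Two-point fluorescence kinetic (t0, 30 min RT) for hKGA; glutamate detected via glutamate oxidase–HRP–Amplex Red. Substrate: 1 mM L-glutamine solution; buffer 45 mM KH2PO4, pH 8.2.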
Tb PGK inh = inhibitors of T. brucei phosphoglycerate kinase; P07378; PGK/GAPDH coupled, Kinase-Glo luminescence, 60 min; Potency, µM (doses to about 57.5 µM), for the others: top-dose activity change, negative = inhibition, actives largely listed as inhibitors; hit rate 0.043% among 380,000; note: potency is the fitted concentration of half-maximal effect; % is set by controls: 0 for no effect and ±100 for the full control effect; nearly all actives have a fitted effect of over 60% in size
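Recombinant glycosomal PGK reaction used 1,3-bisphosphoglycerate generated in-well by GAPDH (100nM final) in 100mM TEA pH 7.6, 5mM MgCl2, 0.01% Tween-20. After 60 minutes at room temperature, ATP was read by Kinase-Glo Plus luminescence end-point.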
* hit, by the source's call; i = inactive; ? = inconclusive; / = not tested or not shown; & = joins results of further samples; [ ] = remark or other dose. Unless noted, calls come from the whole dose curve; as a rule, active = well fitted curve in the direction sought with a large enough effect; inconclusive = small, poorly fitted or top-dose-only effect, or another doubt; inactive = no such curve, though single readings can be large; an effect the other way counts as inactive or inconclusive. An excerpt, so the mix of outcomes need not match the whole.

SMILES	PI4K2A block	HP1b chromo inh	Pin1 inhibitor	POLH inh	BAZ2B block	JMJD2A Tudor inh	G9a inh	GLS inh	Tb PGK inh
CCOC(=O)N1CCc2c(sc3nc[nH]c(=O)c23)C1	-10	9%	30%	-2%	-3%	-9%	/	3%	-3%
CCCCn1cnc2cc(NC(=O)c3cc(OC)c(OC)c(OC)c3)ccc21	3	11%	0%	-2%	-30%	-6%	-30%[59 µM]	-9%	i
O=C(C1CCCO1)N1CCN(c2c3c(nc4cc(-c5ccc(F)cc5)nn24)CCC3)CC1 (centres undefined)	3	16%	-6%	4%	-3%	-10%	3%[59 µM]	0%	/
C[C@@H]1CN([C@@H](C)CO)C(=O)CCCn2nncc2CO[C@H]1CN(C)C(=O)c1cc(-c2ccccc2)on1	1	/	/	0%	/	/	/	-5%	-2%
COC(=O)c1sccc1NC(=O)CC1C(=O)NCCN1C(=O)c1ccccc1 (centres undefined)	5	50%[activator]	12%	-17%	1%	-6%	1%[59 µM]	-13%	-6%
O=C(c1cc2c(s1)-c1ccccc1S(=O)(=O)C2)N1CCCC1	-2	37%	-6%	31%[activator]	-4%	-10%[11.4 µM]	-13%	5%	-10%
O=C(NCCc1csc(-c2ccc(Cl)cc2)n1)c1ccco1	0&-4	44%[activator]	-2%&-11%	-5%&-22%	-13%&-3%	-15%&0%	7%[0.501 µM]	16%&1%	2%&6%
O=C(NCCc1ccc(Cl)cc1)c1cc(-c2ccncc2)nc2ccccc12	3	56%[activator]	-9%	-19%	-10%	-3%[11.4 µM]	19%[59 µM]	-6%	-9%
CCC(C)Sc1nc(O)c(Cc2ccccc2)c(=O)[nH]1 (centres undefined)	-1	30%[activator]	-5%	-2%	-4%	-12%	0%[59 µM]	6%	2%
Cn1c(SCC(=O)NCc2ccccc2)nnc1C1CC1	4	11%	-1%	7%	25%	-2%	26%	9%	-6%
N#CN(Cc1ccccc1)Cc1ccccc1	2	32%	-1%	-11%	9%	18%	43%	1%	0%
Cc1cc2nc(CSc3ccc(Cl)cc3)cc(=O)n2[nH]1	5	58%[activator]	-1%	-10%	-2%	-8%	9%	2%	-6%
Cc1c(NC(=O)Nc2ccc3c(c2)OCO3)cccc1[N+](=O)[O-]	-1	22%	2%	7%	-17%	-13%	-15%	12%	4%
NC(=O)c1ccccc1NC(=O)c1ccc2c(c1)OCO2	-2	31%	1%	-14%	10%	0%	/	-3%	-6%
O=C(c1c(F)cccc1Cl)N1CCN(c2ccccn2)CC1	0	36%	-2%	-12%	6%	-8%	-12%	3%	-3%
O=C(C(=O)N1CCc2ccccc2C1)c1cn(CC(=O)N2CCOCC2)c2ccccc12	3	41%[activator]	-1%	-19%	23%	-12%	17%[59 µM]	0%	-3%
CCOC(=O)c1cccc(NC(=O)C2CCN(S(=O)(=O)c3ccc4c(c3)oc(=O)n4C)CC2)c1	2	48%[activator]	16%	-13%	-2%	-8%	0%[59 µM]	1%	-3%
COc1ccccc1/C=C/C(=O)c1ccc(Cl)cc1	8	53%[activator]	2%	-15%	68%[activator]	28%	31%[59 µM]	4%	-8%
O=C(NCCCN1CCOCC1)c1ccc(N2CCCC2)c([N+](=O)[O-])c1	2	6%	0%	-3%	-23%	-10%	22%[12.7 µM]	14%	-1%
Cc1ccsc1CN(C(=O)c1ccc(Br)cc1)C1CCS(=O)(=O)C1 (centres undefined)	2	25%	-3%	/	-12%	-8%	6%[59 µM]	1%	/
O=C(NC1=NCCS1)c1ccc(Br)s1	1	27%	-2%	-3%	-7%	-9%	9%	3%	i
N#Cc1c(-c2ccco2)cc(C2CC2)nc1N	9	30%	4%	-1%	-2%	-1%	14µM*	-2%	7%
Cc1cc(NC(=O)c2cccc(Cl)c2)ccc1-c1cc2ccccc2oc1=O	-1	19%	52%[activator]	?	6%	-15%	-4%[59 µM]	-9%	-9%
COc1ccc(C(C)=O)cc1COC(=O)C1CCN(C(=O)c2ccc(Cl)cc2)CC1	4	30%	-2%	-17%	/	-11%	/	1%	3%
O=[N+]([O-])c1cc(-c2nnc(N3CCOCC3)c3ccccc23)ccc1N1CCOCC1	1	3%	0%	-9%	-34%	-29%	-34%	-1%	-7%
The results go on.
SMILES	PI4K2A block	HP1b chromo inh	Pin1 inhibitor	POLH inh	BAZ2B block	JMJD2A Tudor inh	G9a inh	GLS inh	Tb PGK inh
Nc1ncnc2c1ncn2[C@@H]1O[C@H](CNC(=O)[C@@H](N)COCc2ccccc2)[C@@H](O)[C@H]1O	-5	42%[activator]	-2%	-4%	/	-13%	/	-2%	-3%
CCOc1cc(C)c(S(=O)(=O)NCc2ccccn2)cc1C	1	28%	2%	-16%	-8%	-9%	16%	-2%	-5%
O=c1cc(CNc2cc(C(F)(F)F)cc(C(F)(F)F)c2)nc2sccn12	0	25%	-6%	?	3%	-4%	26%[59 µM]	7%	-6%
COCCn1c(C)cc(O)c(C(c2ccccc2)N2CCC(C)CC2)c1=O (centres undefined)	0	7%[57 µM]	0%	-11%	1%	-24%	-22%[59 µM]	3%	1%
COc1cc(S(=O)(=O)N2CCN(c3ccccc3F)CC2)c(OC)cc1Cl	-6	12%	-1%	-19%	-3%	-8%	16%[59 µM]	6%	-2%
COC(=O)c1sccc1S(=O)(=O)N(CC(=O)NCc1ccc(F)cc1)c1ccccc1	0	12%	-4%	-21%	-10%	-12%	7%[59 µM]	1%	5%
O=C(Nn1c(COc2ccccc2)nc2ccccc2c1=O)C(Cl)(Cl)Cl	4	-1%	0%	-4%	0%	-12%	50µM*	6%	/
CCN1CCN(C(=O)COCc2cc(-c3ccc4c(c3)OCO4)on2)CC1	8	20%	-5%	-17%	-16%	-17%	?	10%	i
CCOc1ccc(N2CC(C(=O)Nc3nnc(Cc4ccc(OC)cc4)s3)CC2=O)cc1 (centres undefined)	-1	8%	5%	0%	3%	-13%	10µM*	-7%	4%
c1ccc2c(c1)nnn2-c1ncnc2sccc12	-8	36%[activator]	-3%	9%	42%[activator]	-6%	8%	1%	-5%
CCSc1nnc(-c2cc(Br)ccc2N=Cc2c(C)[nH]n(-c3ccccc3)c2=O)c(=O)[nH]1	-1	12%	-13%	-6%	-29%	-28%	18%[59 µM]	1%	-11%
O=C(Cn1ncc2c(=O)oc3ccccc3c21)NCCN1CCN(c2ccccc2F)CC1	-3	25%	-3%	-6%	9%	-10%	-8%	13%	4%
Cc1ccc(-c2noc(CCC(=O)NC3CC3)n2)cc1	6	36%	-1%	-10%	4%	9%	-5%	-5%	-3%
CCC(Cc1ccccc1)NC(=O)C1CCN(S(=O)(=O)c2ccc3c(c2)CC(C)N3C(C)=O)CC1 (centres undefined)	6	45%[activator]	0%	-7%	10%	-6%	/	-9%	-1%
CCCc1cc(=O)n2[nH]c(-c3ccc(C)cc3)nc2n1	-9	11%	4%	3%	-2%	-15%	-5%[59 µM]	-5%	-3%
O=c1cc(Nc2ccc3c(c2)OCCO3)[nH]c(=O)n1-c1ccc(Br)cc1	1	9%	1%	3%	-5%	-7%	18%[59 µM]	34%[activator]	-5%
Cc1nn(C)c(C)c1S(=O)(=O)N1CCC(C(=O)NC(C)c2ccccc2)CC1 (centres undefined)	-2	60%[activator]	2%	-8%	7%	-15%	0%	2%	-11%
Cc1ccnc(NC(=S)NC(=O)/C=C/c2ccccc2)c1	0	33%	0%	3%	2%	-10%	/	13%	/
CCOc1ccccc1NC(=O)CC1Nc2cc(C)c(C)cc2NC1=O (centres undefined)	2	45%[activator]	1%	-4%	5%	-8%	7%[12.7 µM]	5%	2%
CCCc1c(C(=O)Nc2cc(C(C)(C)C)on2)cnn1-c1ccccc1	3	44%[activator]	-2%	-12%	0%	-8%	-7%	-7%	0%
Cc1n[nH]c(=O)c2c(NC(=O)CSc3nncs3)oc(C)c12	-2	33%[activator]	-4%	-3%	13%	-7%	31%[0.501 µM]	7%	1%
CCOCCCNC(=O)C1CCC(CNS(=O)(=O)c2ccc(Cl)cc2)CC1 (centres undefined)	-8	36%	-4%	-9%	-17%	-6%	-5%	-1%	-1%
CC(=O)NNc1ncnc2c1cnn2-c1ccc(C)cc1	5	1%	-4%	-20%	-12%	-11%	0%	-1%	-6%
Clc1cc(Br)ccc1OCCOCCN1CCOCC1	3	-22%	0%	-7%	?	7.1µM*	?	6%	0%
CCOC(=O)Nc1nnc(-c2ccc(OC)c(OC)c2)s1	3	19%	3%	-4%	-1%	-4%	5%[12.7 µM]	9%	4%
O=C(CCN1CCOCC1)NNC(=O)c1ccc(Cl)c([N+](=O)[O-])c1	3	5%	-1%	-19%	/	-11%	/	11%	-6%
Cc1ccc(Cc2nnc(SCC(=O)Nc3ccccc3)n(N)c2=O)cc1	3	30%	-9%	-6%	7%	-8%	4%	4%	9%
Cc1ccc(NC(=O)CSc2nnc(CNC(=O)C34CC5CC(CC(C5)C3)C4)n2-c2ccc(F)cc2)cc1	-2	25%	3%	-9%	-3%	-5%	15%	8%	3%
COc1ccc2ccccc2c1/C=N/NC(=O)c1cccc([N+](=O)[O-])c1	3	34%	?	-7%	-2%	0%	2%	-4%	-9%

Part of the list above in order of count of non-hydrogen atoms, ascending.
SMILES	PI4K2A block	HP1b chromo inh	Pin1 inhibitor	POLH inh	BAZ2B block	JMJD2A Tudor inh	G9a inh	GLS inh	Tb PGK inh
c1ccc2c(c1)nnn2-c1ncnc2sccc12	-8	36%[activator]	-3%	9%	42%[activator]	-6%	8%	1%	-5%
CCOc1ccccc1NC(=O)CC1Nc2cc(C)c(C)cc2NC1=O (centres undefined)	2	45%[activator]	1%	-4%	5%	-8%	7%[12.7 µM]	5%	2%
Nc1ncnc2c1ncn2[C@@H]1O[C@H](CNC(=O)[C@@H](N)COCc2ccccc2)[C@@H](O)[C@H]1O	-5	42%[activator]	-2%	-4%	/	-13%	/	-2%	-3%
